# Menin-MLL TR inh – menin-MLL binding inhibition, Texas Red mutant peptide | O00255 | Menin + Texas Red MLL mutant peptide, fluorescence polarization | Potency, µM (doses to about 61.6 µM), for the others: at the highest dose FP activity change, negative = inhibition, most hits filed as inhibitors | hit rate 0.23% among 270,000 | AID 1768; active = well fitted inhibition curve with a large enough effect in the polarisation, with a control signal flat, not every such curve was filed as active; inconclusive = small, poorly fitted or top-dose-only effect, or effect the other way, or a change in a side signal; inactive = no such curve, though single readings can be large or run the other way; the % refers to the polarisation; note: potency is the fitted concentration of half-maximal effect; % of control where 0% means no effect; many of its hits are not listed in these tables
# BCR signal inh – inhibitors of chronic active B-cell receptor signaling; hit rate 0.05% among 340,000; AID 493014; ABC-DLBCL IkBa-CBG/CBR reporter, luminescence ratio, 4 h; Potency, µM (titrated, usually from 46.1 µM), for the others: at the top dose ratio change, negative = lower green/red ratio, most hits filed as inhibitors; active = well fitted inhibition curve with a large enough effect in the signal ratio, with a control signal flat, not every such curve was filed as active; inconclusive = small, poorly fitted or top-dose-only effect, or effect the other way, or a change in a side signal; the % refers to the signal ratio;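 note: potency is the fitted concentration of half-maximal effect; plate controls were basal doxycycline-induced cells for no effect and cells given 10 µM MG132 for full effect; MG132 reads +100%, hits lower the ratio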
#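 Cell line TMD8 (human ABC DLBCL), stably expressing tet-inducible CBG68-IkBa fusion and CBR; IMDM/0.5% FBS; cpd up to 46 uM; dox induction, 4 h, 37C/5% CO2; dual luminescence; green/red ratio; MG132 control.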
# hERG WT inh – KCNH2 (human, wildtype) channel inhibition. Q12809. U2OS, BacMam KCNH2, thallium flux FluxOr; stronger effect = lower value. activity change, % at 1.84 µM. hit rate 0.37% among 340,000;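 active = maximum activity change below -70%; inconclusive = maximum activity change between -70% and -50%; inactive = maximum activity change above -50%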; note: % is set by controls: 0 for no effect and ±100 for the full control effect
#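 U2OS cells were transduced with wild-type KCNH2 virus (2.03 x 10^8 / mL) for 4 h at room temperature, then cultured overnight at 37 C. Thallium flux was read with FluxOr dye. Rate constants were normalized to DMSO controls.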
# USP2a inh – inhibitors of human ubiquitin-specific protease USP2a | O75604 | USP2 core, Ub-CHOP2 coupled fluorogenic reporter, 485/531 | Potency, µM (series often up to 38.3 µM), for the others: at the highest dose activity change, negative = inhibition, hits mostly inhibitors | hit rate 0.01% among 330,000;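 note: potency is the fitted concentration of half-maximal effect; plate controls were DMSO wells for no effect and full inhibition by NEM control for full effect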
#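 Cell-free coupled assay: 10nM USP2 core preincubated 30min RT with compound in Tris-HCl pH 8.0/CaCl2/CHAPS buffer, then 25nM Ub-CHOP2 and 25nM reporter substrate; fluorescence (Ex 485/Em 531) read after 60min RT, normalized to NEM inhibition, concentration-response curves fitted.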
# Eya2 phos inh – blocks the phosphatase activity of human Eya2 | O00167 | recombinant Eya2, OMFP fluorescence dephosphorylation (OMFP is methylfluorescein phosphate) | Potency, µM (highest dose often 76.9 µM), for inactives: at the highest dose activity, negative = inhibition, actives largely listed as inhibitors | hit rate 0.006% among 330,000 | AID 488837; note: potency is the fitted concentration of half-maximal effect; % is set by controls: 0 for no effect and ±100 for the full control effect
#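 Eya2 (0.2 uM) preincubated 10 min at ambient with compound, then OMFP substrate added at 50 uM; 10 min reaction in 50 mM HEPES pH 7.5, 50 mM NaCl, 5 uM MgCl2, 0.05% BSA, 1 mM DTT. Fluorescence read at Ex 485/Em 525 nm.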
# MBNL1-CUG inh – inhibitors of human MBNL1 binding to CUG repeat RNA; TR-FRET MBNL1-His/biotin-(CUG)12 binding, 665/545 ratio; AID 2675; Potency, µM (highest dose often 57.5 µM), for the others: top-dose activity change, negative = inhibition, actives largely listed as inhibitors; hit rate 0.036% among 280,000; active = well fitted inhibition curve with a large enough effect in the signal ratio, with a control signal flat, not every such curve was filed as active; inconclusive = small, poorly fitted or top-dose-only effect, or effect the other way, or a change in a side signal; inactive = no such curve, though single readings can be large or run the other way; the % refers to the signal ratio; note: potency is the fitted concentration of half-maximal effect; % is set by controls: 0 for no effect and ±100 for the full control effect
#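 Ratiometric TR-FRET (665 over 545 nm, excitation 340 nm) tracks disruption of MBNL1-His/biotin-(CUG)12 complex after 60 min at room temperature, with compounds at 92 nM to 58 uM final.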
# TSHR antag – blocks TSH signaling through the human TSH receptor; hit rate 0.2% among 330,000; AID 504810; TSHR-expressing cells, TSH-stimulated cAMP HTRF, 2 h; stronger effect = lower value; activity change, negative = inhibition, % at 11.5 µM;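 active = activity change below a set negative limit, meaning inhibition stronger than a set level, cut at about -70% in these data; inconclusive = activity change between two set negative limits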; note: % is set by controls: 0 for no effect and ±100 for the full control effect
# Target sequence (P16473 whole entry, looked up): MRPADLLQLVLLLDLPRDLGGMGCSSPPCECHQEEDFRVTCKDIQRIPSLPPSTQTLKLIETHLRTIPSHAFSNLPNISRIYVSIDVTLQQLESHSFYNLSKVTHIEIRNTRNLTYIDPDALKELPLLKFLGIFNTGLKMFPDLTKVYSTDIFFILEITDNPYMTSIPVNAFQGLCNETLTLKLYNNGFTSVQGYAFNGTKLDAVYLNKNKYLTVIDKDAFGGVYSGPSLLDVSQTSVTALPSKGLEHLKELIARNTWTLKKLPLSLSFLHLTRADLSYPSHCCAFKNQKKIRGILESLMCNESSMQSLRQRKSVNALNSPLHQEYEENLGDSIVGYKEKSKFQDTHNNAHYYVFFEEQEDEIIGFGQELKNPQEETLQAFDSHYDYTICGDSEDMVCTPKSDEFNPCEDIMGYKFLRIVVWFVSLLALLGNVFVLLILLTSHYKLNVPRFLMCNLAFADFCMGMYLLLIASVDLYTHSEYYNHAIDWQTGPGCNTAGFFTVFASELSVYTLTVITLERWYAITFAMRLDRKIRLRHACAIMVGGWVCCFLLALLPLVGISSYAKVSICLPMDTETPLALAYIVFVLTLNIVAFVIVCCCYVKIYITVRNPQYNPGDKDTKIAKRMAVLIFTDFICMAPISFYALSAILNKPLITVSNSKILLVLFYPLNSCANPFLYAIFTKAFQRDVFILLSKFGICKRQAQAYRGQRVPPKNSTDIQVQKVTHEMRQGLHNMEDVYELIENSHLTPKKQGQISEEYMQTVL
#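 Freshly harvested TSHR cells receive pin-tooled compound, then EC80 TSH at 4nM final. After 2 hours at 37 deg C, antibody in lysis buffer and cAMP-d2 are added; 30 minutes at ambient temperature precede the HTRF read.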
# S-ASM inh – inhibitors of human secretory acid sphingomyelinase. P17405. placental ASM, HMU-PC fluorogenic substrate, 60 min. Potency, µM (series often up to 57.5 µM), without a hit: top-dose activity change, negative = inhibition, most hits filed as inhibitors. hit rate 0.006% among 340,000. AID 504937; note: potency is the fitted concentration of half-maximal effect
#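 Human placenta-derived ASM enzyme was preincubated with compound for 10 minutes at room temperature, then given fluorogenic substrate HMU-PC0 (9 uM final) for 60 minutes at 37 °C; a pH 10 stop preceded fluorescence reading at Ex 386/Em 447 nm.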
# Mito fusion act – blocks mitochondrial division or promotes mitochondrial fusion. S. cerevisiae fusion-defective mutant growth rescue, CellTiterGlo 48 h. hit rate 0.23% among 320,000. Potency, µM (top dose mostly 46.1 µM), inactives show at the highest dose growth rescue (activation), most hits filed as activators. AID 485298;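 note: potency is the fitted concentration of half-maximal effect; % of control where 0% means no effect; nearly all actives have a fitted effect of over 45% in size; temperature-sensitive fusion mutants such as fzo1-1 at 37 °C on non-fermentable ethanol glycerol medium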
#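 S. cerevisiae fusion-defective temperature-sensitive mutants (e.g. fzo1-1, mgm1-5) grown 48 h at 37C in YPEG (ethanol/glycerol non-fermentable) medium with 23 nl compound per well; growth rescue read as CellTiterGlo luminescence.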
# GALK inhibitor – galactokinase (human) inhibition; hit rate 0.007% among 270,000; Potency, µM (top dose mostly 57.5 µM), for the others: at the top dose activity change, negative = inhibition, actives largely listed as inhibitors; Purified GALK, Kinase-Glo residual ATP luminescence; AID 1868; P51570; note: potency is the fitted concentration of half-maximal effect; % is set by controls: 0 for no effect and ±100 for the full control effect
# Target sequence (P51570 whole entry, looked up): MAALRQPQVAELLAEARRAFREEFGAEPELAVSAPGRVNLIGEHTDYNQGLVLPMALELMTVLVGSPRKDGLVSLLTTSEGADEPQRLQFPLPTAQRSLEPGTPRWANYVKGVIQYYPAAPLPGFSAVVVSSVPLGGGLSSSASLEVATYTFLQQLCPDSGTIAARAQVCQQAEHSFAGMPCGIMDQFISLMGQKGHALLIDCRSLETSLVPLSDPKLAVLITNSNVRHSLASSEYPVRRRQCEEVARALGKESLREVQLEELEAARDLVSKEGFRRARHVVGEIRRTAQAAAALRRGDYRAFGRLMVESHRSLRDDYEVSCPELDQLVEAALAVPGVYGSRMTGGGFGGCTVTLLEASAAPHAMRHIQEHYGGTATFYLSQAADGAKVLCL
#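 The enzyme phosphorylates galactose (100 uM) using ATP (35 uM); inhibition is detected as higher residual ATP, quantified by bioluminescence after 1 h reaction at room temperature, pH 8.0.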
# PKM2 activator – PKM2 (human) enzyme activation. hit rate 0.34% among 260,000. AID 1631. P14618. purified PKM2, Kinase-Glo ATP luminescence, activation; response scale: 0% is enzyme alone, no compound. Potency, µM (highest dose often 57.5 µM), for inactives: top-dose activation, most hits filed as activators; note: potency is the fitted concentration of half-maximal effect; % is set by controls: 0 for no effect and ±100 for the full control effect; nearly all actives have a fitted effect of over 55% in size
#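 Purified hPK-M2 (>95%) run at intermediate activity with 0.1 mM ADP and 0.5 mM PEP in 50 mM imidazole pH 7.2, KCl, MgCl2; 1 h room temperature. ATP formed read by Kinase-Glo luminescence; normalized to uninhibited and no-enzyme controls.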
# * hit, by the source's call; u = inconclusive; x = no result given; [ ] = remark or other dose. Unless noted, calls come from the whole dose curve; as a rule, active = well fitted curve in the direction sought with a large enough effect; inconclusive = small, poorly fitted or top-dose-only effect, or another doubt; inactive = no such curve, though single readings can be large; an effect the other way counts as inactive or inconclusive.
SMILES,Menin-MLL TR inh,BCR signal inh,hERG WT inh,USP2a inh,Eya2 phos inh,MBNL1-CUG inh,TSHR antag,S-ASM inh,Mito fusion act,GALK inhibitor,PKM2 activator
COc1cc(NC(=O)CSC(=S)N2CCCC2)c(OC)cc1Cl,x,7%,2,0%,4%,x,4,-2%,2%,x,x
COc1ccc2nc(N=Nc3ccc(O)c4ccccc34)sc2c1,u,-7%,-3,4%,0%,5%,15,19%,-17%,x,-23%
CCCCC(=O)NC(=S)Nc1cc([N+](=O)[O-])ccc1OC,4%,8%,6,-1%,1%,16%,-19,-6%,0%,0%,0%
CC(C)(C)Oc1ncc(Br)c(OC(C)(C)C)n1,-2%,x,43,x,x,1%,x,-2%,-1%,-5%,-4%
O=S(=O)(Nc1ccncc1Cl)c1ccccc1,-5%,u,3,-4%,6%,-2%,1,0%,5%,0%,1%
COCCNC(=O)/C(=C/c1ccccc1Cl)c1ccccc1,-5%,-7%,-4,2%,4%,10%,3,-3%,19%,2%,-2%
CCN(CC(=O)Nc1c(F)cccc1F)C(=O)c1ccc(-c2ccc(C(C)=O)cc2)o1,x,u,8,0%,-2%,x,-9,64%[activator],-3%,x,x
Clc1cccc(Nc2nc(N3CCOCC3)nc(N3CCOCC3)n2)c1,1%,-18%,-10,0%,4%,0%,0,0%,28%,-4%,2%
CC1CCCC(NC(=O)CN2C(=O)c3cccnc3Oc3ccc(Cl)cc32)C1C (stereo not drawn),-10%,7%,9,0%,1%,1%,-8,0%,u,6%,-3%[0.46 µM]
COc1cc(C(=O)NC2=NCCS2)ccc1OCc1c(C)noc1C,0%,6%,10,-1%,2%,-10%,9,2%,-3%,0%,-2%
Cc1cccc([C@H](NC(=O)OC(C)(C)C)C(=O)OC(C)(C)C)c1,x,-1%,-22,-1%,-17%,x,-23,1%,5%,x,x
Cc1cc(C)c2c(N)c(C(=O)NC3CC3)sc2n1,28%,6%,1,-2%,3%,u,13,322%[activator],3%,x,2%
CN(C)/N=C/c1ccc(P(c2ccc(/C=N/N(C)C)o2)c2ccc(/C=N/N(C)C)o2)o1,3%,-6%,-1,-3%,-7%,u,4,-2%,-6%,-1%,2%
COc1ccccc1NC(=O)CSc1ccc2nnc(CCNC(=O)c3ccccc3)n2n1,x,-5%,5,1%,2%,1%,10,2%,0%,-3%,-1%
O=C(NCC1CCOCC1)c1ccc2nc(Cc3cccc(Cl)c3)oc2c1,x,-6%,4,0%,5%,u,1,-1%,1%,1%,9%
CC1(C)CC[C@]2(C(=O)O)CC[C@]3(C)C(=CC[C@@H]4[C@@]5(C)CC[C@H](O[C@@H]6O[C@H](C(=O)O)[C@@H](O)[C@H](O[C@@H]7OC[C@H](O)[C@H](O)[C@H]7O)[C@H]6O)C(C)(C)[C@@H]5CC[C@]43C)[C@@H]2C1,x,u,-15,-1%,4%,x,u,1%,x,x,x
COc1ccc(-n2cnc3sc(-c4ccccc4)cc3c2=O)cc1,u,u,8,2%,-2%,4%,1,-1%,1%,x,5%
CCC1=NN(C(=O)CCc2ccccc2O)C(O)(C(F)(F)F)C1 (stereo not drawn),-23%,-11%,-1,1%,0%,-3%,17,-1%,5%,0%,4%
O=c1ccc(/C=C/c2ccccc2)nn1Cc1ccccc1,8%,3%,16,1%,-2%,-4%,-3,0%,6%,5%,13%
COc1cccc(-n2c(SCC(=O)NC3CCCCC3)nc3n[nH]c(C)c3c2=N)c1,1%,u,-2,0%,-20%,-5%,0,-14%,3%,-1%,-5%
CC1CC(=O)N(CC(=O)Nc2ccc(F)cc2F)c2ccccc2S1(=O)=O (stereo not drawn),1%,0%,-4,2%,5%,2%,-5,-1%,-3%,-1%,x
CCCOC(=O)c1ccc(NC(=O)c2cn(CC)c3nc(C)ccc3c2=O)cc1,-12%,-17%,x,2%,0%,-2%,2,x,-7%,-1%,-4%
CCOc1ccc(N(CC(=O)NCCSc2ccccn2)S(C)(=O)=O)cc1,5%,-2%,7,0%,3%,7%,10,-1%,-2%,0%,3%
COc1ccccc1NC(=O)Cn1c(O)c(N=NC(=O)c2ccccc2O)c2ccccc21,u,u,-4,0%,12%,2%,-10,-5%,9%,2%,-2%
CCN1CCc2c(sc(N)c2C(N)=O)C1,-15%,-6%,-5,7%,-2%,9%,15,326%[activator],2%,2%,-6%
O=C(CSc1nnc(-c2ccccc2)c(-c2ccccc2)n1)N1CCOCC1,-2%,u,-9,1%,6%,u,-3,-6%,-4%,-1%,-3%
Cc1oc2c(c1C(=O)NCc1cccnc1)C(=O)c1ccccc1C2=O,1%,u,1,1%,-4%,u,11,4%,-21%,0%,-1%
CCC(C)Sc1cc(C)c(C#N)c2nc3ccccc3n12 (stereo not drawn),-22%,4%,7,-1%,-10%,x,20,13%,22%,-2%,-18%
COc1ccc(OCC(=O)Nc2ccc(NC(=O)c3cccs3)c(OC)c2)cc1,22%,-8%,0,-1%,-2%,-4%,-19,8%,-7%,6%,1%
O=C1C(N2CCOCC2)=C(n2nnc3ccccc32)C(=O)c2ccccc21,-19%,u,-5,-4%,-12%,u,21,-4%,-15%,-10%,-13%
CC(C)(C)OC(=O)Nc1ccc([C@@H](NC(=O)OC(C)(C)C)C(=O)OC(C)(C)C)cc1,x,-2%,6,0%,4%,x,-12,0%,-5%,x,x
Cn1c(SCC(=O)Nc2sccc2C#N)nnc1-c1ccccc1,-1%,u,-12,7%,12%,-3%,-8,-2%,-1%,-1%,-2%
CCc1ccc(NC(=S)N(CCCN2CCOCC2)Cc2ccco2)cc1,5%,3%,9,0%,-11%,-4%,0,3%,1%,16%,0%
O=C(Nc1nccs1)c1ccc(-c2ccc(Cl)cc2)o1,u,u,-9,0%,4%,53%[activator],7,1%,u,-1%,0%
CC(=O)c1ccc(Oc2cc(C)nc(-n3nc(C)cc3C)n2)cc1,3%,u,-2,-1%,-1%,-1%,13,3%,0%,-4%,-7%
CC(C)CC(NC(=O)C1CCC(C)CC1)C(=O)NCc1ccccn1 (stereo not drawn),4%,u,1,2%,-16%,-7%,-4,-2%,-3%,1%,-2%
COc1ccc(NS(=O)(=O)c2cc(OCC(N)=O)c(C)cc2Cl)cc1,9%,3%,-3,2%,6%,x,3,1%,-2%,-2%,-7%
c1cc2c3c(cccc3c1)NC(c1ccc3c(c1)OCO3)N2,u,0%,-1,-6%,-4%,20%,0,-8%,-10%,4%,x
Cn1c(=O)c2c3c(sc2n2cnnc12)CCC3,u,5%,-2,6%,11%,-6%,-6,3%,0%,0%,13%
O=C(Nc1cccc(Cl)c1)c1ccc(F)c(S(=O)(=O)N2CCN(c3ccccn3)CC2)c1,-5%,u,5,0%,-1%,20%,-13,-11%,12%,x,-2%
Cc1cc(C)cc(NC(=S)Nc2ccc3cn[nH]c3c2)c1,6%,u,-5,-1%,-2%,-10%,-4,-2%,-1%,-3%,1%
COc1ccc(OC)c(C2C(C(=O)c3cccs3)=C(O)C(=O)N2CCN2CCOCC2)c1 (stereo not drawn),14%,3%,6,0%,u,14%,11,-1%,0%,-3%,x
COc1ccc(OC)c(/C=C2\Oc3cc(OCC(=O)N4CCC[C@H]4C(=O)O)ccc3C2=O)c1,u,-4%,35,-1%,-10%,u,9,5%,2%,x,-4%
CC(OC(=O)c1ccccc1OCc1ccc(Cl)cc1)C(N)=O (stereo not drawn),-1%,-2%,-2,-7%,8%,-3%,5,2%,18%,13%,2%
COc1ccc(-c2nc3ccccc3c(=O)n2CCOc2c(C)cccc2C)cc1,13%,0%,3,-2%,0%,x,23,-5%,2%,-3%,-5%
Cc1cc([N+](=O)[O-])ccc1NC(=S)NC(=O)Cc1ccccc1,u,u,-1,-1%,-6%,u,-9,-12%,4%,-2%,-3%
COc1ccc2[nH]cc(CCNS(=O)(=O)c3ccc(F)cc3)c2c1,u,5%,-1,1%,-8%,8%,1,5%,5%,0%,9%

# These rows are one share of the data (hit frequency here may not be typical).
